TLR9-MyD88 inh: inhibitors of human TLR9-MyD88 binding | Q9NR96+Q99836 | CHO BLA complementation TLR9-MyD88, CCF4 FRET ratio | actives 0.21% (n = 340,000) | inhibition, % at 4.98 µM | AID 504734;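 active = inhibition above the mean over all tested compounds plus 3 SD, cut at about 21% in these data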;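 also: 0% = DMSO only wells and 100% = clavulanate BLA inhibitor control wells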
EBV LMP1 NFkB: inhibitors of Epstein-Barr LMP1-induced NF-kappaB reporter; actives 0.69% (n = 350,000); AID 504558; inhibition, % at 12.5 µM; LMP1-induced NF-kappaB luciferase reporter cells, luminescence; in the data active = inhibition above about 41%; inconclusive = no clear call, values can overlap the other calls;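 also: 0% = neutral control wells and 100% = reference inhibitor control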
C8 TRAIL sens: caspase-8 TRAIL sensitization; NB7+C8 cells + TRAIL, ATPlite viability luminescence; inhibition (viability loss, TRAIL sensitization), % at 10 µM; actives 1% (n = 360,000);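 active = compounds causing at least 50% loss of cell viability in the single-dose screen, relative to plate controls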
TWEAK Fn14 block: blocks TWEAK-Fn14 interaction in a reporter cell assay; TWEAK-stimulated Fn14 reporter cells, luciferase luminescence, 8 h; inhibition, % at 10 µM; actives 2% (n = 360,000); AID 1159606; in the data active = inhibition above about 50%
TROY signal inh: blocks TROY-dependent signaling in reporter cells; Q293 LMP1-TROYcd NF-kB luciferase reporter, 4 h; inhibition, % at 10 µM; actives 0.98% (n = 360,000); AID 1347056;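 active = compounds whose plate-normalised and pattern-corrected inhibition of the luciferase reporter signal at the single screening dose is 50% or more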
SRC1 inh: human NCOA1 inhibition; HEK293 GAL4-SRC1 luciferase reporter, luminescence; inhibition, % at 3.6 µM; actives 0.12% (n = 360,000); AID 588354;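 active = inhibition above the campaign mean plus 3 SD, with each screening campaign given its own cutoff, cut at about 60% in these data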;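 also: 0% = DMSO treated cells and 100% = gossypol at 36 µM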
Target sequence (Q15788 whole entry, looked up, the tested form may be a part): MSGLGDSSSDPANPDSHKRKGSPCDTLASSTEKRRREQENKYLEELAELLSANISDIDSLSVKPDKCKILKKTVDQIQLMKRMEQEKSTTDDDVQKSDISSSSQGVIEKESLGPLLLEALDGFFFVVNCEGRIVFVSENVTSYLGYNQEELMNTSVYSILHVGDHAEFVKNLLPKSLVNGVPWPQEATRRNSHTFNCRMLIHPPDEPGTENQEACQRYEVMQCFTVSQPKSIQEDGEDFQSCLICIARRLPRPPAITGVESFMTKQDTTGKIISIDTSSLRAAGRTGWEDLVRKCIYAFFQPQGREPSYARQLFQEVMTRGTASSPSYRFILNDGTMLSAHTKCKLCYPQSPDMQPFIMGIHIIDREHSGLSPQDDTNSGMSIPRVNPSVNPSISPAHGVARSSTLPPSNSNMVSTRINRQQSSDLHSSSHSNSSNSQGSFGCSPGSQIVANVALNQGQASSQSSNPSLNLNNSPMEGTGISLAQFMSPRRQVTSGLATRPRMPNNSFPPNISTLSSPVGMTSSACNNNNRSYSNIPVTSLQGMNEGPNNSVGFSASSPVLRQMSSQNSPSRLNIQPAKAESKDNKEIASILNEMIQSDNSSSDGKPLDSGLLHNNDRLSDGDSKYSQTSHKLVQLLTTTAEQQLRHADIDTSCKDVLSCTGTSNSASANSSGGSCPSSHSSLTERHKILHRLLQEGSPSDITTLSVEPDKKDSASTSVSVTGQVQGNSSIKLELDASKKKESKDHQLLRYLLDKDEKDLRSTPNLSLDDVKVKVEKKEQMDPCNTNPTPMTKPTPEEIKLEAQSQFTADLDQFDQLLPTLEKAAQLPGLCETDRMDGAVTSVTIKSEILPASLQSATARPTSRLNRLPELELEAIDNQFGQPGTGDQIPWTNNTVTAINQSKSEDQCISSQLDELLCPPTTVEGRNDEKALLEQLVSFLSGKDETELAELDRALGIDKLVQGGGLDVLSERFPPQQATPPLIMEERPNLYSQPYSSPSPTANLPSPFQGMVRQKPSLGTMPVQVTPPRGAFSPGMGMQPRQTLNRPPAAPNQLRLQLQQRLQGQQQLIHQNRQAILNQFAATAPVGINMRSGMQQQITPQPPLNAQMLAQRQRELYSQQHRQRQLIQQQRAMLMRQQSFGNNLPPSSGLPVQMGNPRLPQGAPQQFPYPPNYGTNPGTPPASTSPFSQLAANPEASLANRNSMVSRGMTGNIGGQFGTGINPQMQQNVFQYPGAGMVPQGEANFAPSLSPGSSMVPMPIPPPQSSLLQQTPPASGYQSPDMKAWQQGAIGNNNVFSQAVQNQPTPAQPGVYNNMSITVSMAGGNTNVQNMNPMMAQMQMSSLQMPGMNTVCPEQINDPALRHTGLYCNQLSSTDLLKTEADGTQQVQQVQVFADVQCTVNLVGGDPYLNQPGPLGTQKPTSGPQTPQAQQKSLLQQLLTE
NCOA3 inh: inhibits human SRC3 coactivator; Q9Y6Q9; HEK293 GAL4-SRC3 luciferase reporter, luminescence; inhibition, % at 3.6 µM; actives 0.17% (n = 360,000);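 active = inhibition above a per-campaign cutoff, the mean of all compounds plus 3 SD, cut at about 60% in these data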;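 also: 0% = DMSO-treated cells and 100% = gossypol-treated cells at 36 µM; higher means less SRC3-driven luciferase light from the GAL4 reporter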
NR5A2 inv ag: inverse agonists of human LRH-1 (NR5A2); HEK293T StAR-luciferase reporter, LRH-1 transfected, 24 h; actives 0.13% (n = 360,000); inhibition, % at 3.6 µM; O00482;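 active = inhibition above the mean inhibition of all tested compounds plus 3 SD, cut at about 73% in these data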;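 also: 0% = DMSO wells and 100% = reporter-only cells lacking LRH-1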
NOD2-RIPK2 inh: NOD2-RIPK2 protein interaction inhibition | inhibition, % at 4.98 µM | CHO BLA complementation NOD2-RIPK2, CCF4 ratio | actives 0.38% (n = 360,000) | AID 624267; in the data active = inhibition above about 21%;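 also: 0% = vehicle only and 100% = reference blocker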
SRC2 inh: inhibits human steroid receptor coactivator 2; Q15596; HEK293 GAL4-SRC2 luciferase reporter, luminescence; inhibition, % at 9 µM; actives 0.17% (n = 370,000);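 active = inhibition above the mean inhibition of all tested compounds plus 3 SD, set per campaign, cut at about 52% in these data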;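 also: 0% = DMSO treated cells and 100% = cells given Gossypol at 36 µM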
COUP-TFII inh: NR2F2 (human) inhibition, primary screen; HEK293T NGFI-A luciferase reporter, luminescence; inhibition, % at 8.6 µM; actives 0.7% (n = 370,000); AID 686940;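 active = inhibition above a per-plate cutoff, mean inhibition of test wells between control levels plus 3 SD, cut at about 38% in these data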;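 also: cells cotransfected with COUP-TFII expression vector driving the NGFI-A reporter; 0% = median of COUP-TF2 test wells and 100% = reporter-only cells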
The depositor's hits bear a star; u = inconclusive; x = no result given; & = joins results of further samples. The list is partial (hit frequency here may not be typical).

SMILES	TLR9-MyD88 inh	EBV LMP1 NFkB	C8 TRAIL sens	TWEAK Fn14 block	TROY signal inh	SRC1 inh	NCOA3 inh	NR5A2 inv ag	NOD2-RIPK2 inh	SRC2 inh	COUP-TFII inh
COC(=O)c1c(NC(=O)CN2CCN(c3cccc(Cl)c3)CC2)sc(C)c1C	-17.2	-1.2	17.1	11.5	11.7	11.1	5.0	5.9	0.3	13.6	-1.5
COc1ccc(S(=O)(=O)N2CCC(C(=O)NCC3CCCO3)CC2)cc1Cl (stereo not drawn)	-4.2	-2.8	3.9	10.1	18.4	-4.0	-14.6	7.6	5.8	-5.1	2.0
COc1cccc(C(=O)NNc2nc(C)cc(C)n2)c1	5.2	-0.9	12.3	-6.5	3.9	-13.5	5.3	4.2	-5.3	-2.9	13.5
CCCc1cc(-c2n[nH]c(=S)n2Cc2ccccc2)cs1	-2.1	-3.3	1.3	6.4	11.9	-3.1	-19.8	7.7	-4.3	3.0	9.7
Cc1ccc(C(C(=O)NC2CCCC2)N(Cc2cccnc2)C(=O)c2snc(C(N)=O)c2N)o1 (stereo not drawn)	-1.2	1.2	-2.7	10.6	-0.6	3.7	-7.6	-21.3	-0.6	-11.3	3.1
COC(=O)c1c(N2C(=O)[C@H]3[C@@H](C2=O)[C@]2(C(=O)Nc4c(C)cccc42)N2CCC[C@@H]32)sc(C)c1C	-7.8	3.3	7.7	-2.8	9.0	-2.7	19.6	-6.0	-8.0	-16.1	3.3
CC(=O)NC12CC3CC(C1)CC(C(=O)NCc1ccc(C)cc1)(C3)C2	-3.9	1.8	12.1	25.6	1.0	-9.2	-2.8	1.2	6.0	1.8	-10.2
CC(C)Cc1ccc(CN2CCCC(NC(=O)c3ccoc3)C2)cc1 (stereo not drawn)	-2.2	10.5	18.9	-2.4	22.6	3.0	-6.1	7.7	-0.2	26.8	25.7
OC(c1ccccc1)(c1ccccc1)C1CCN(CCCOc2ccccc2)CC1	x	x	8.8	1.2	7.2	x	x	-5.9	3.3	8.6	-0.2&-18.6
CCN(CC)S(=O)(=O)c1ccc2oc(SCC(=O)NCc3ccccc3)nc2c1	-9.1	-1.5	-6.0	-6.0	4.9	-7.0	12.5	14.7	-7.0	12.4	5.3
O=C1NCC(COCc2ccccc2)O1 (stereo not drawn)	3.8	4.6	2.8	-4.7	-18.3	5.7	-8.1	4.1	-0.8	-33.2	-1.4
Cc1c(NC(=O)c2cc3ccccc3c(=O)s2)c(=O)n(-c2ccccc2)n1C	-1.3	-7.8	5.9	-1.3	-17.8	9.5	7.4	-12.5	16.6	-18.1	-9.2
COc1ccc(Nc2cc(C(=O)NC3CCCC3)c3ccccc3n2)c(OC)c1	-3.2	-9.5	-8.7	6.2	-5.3	9.2	-19.2	17.3	7.9	1.9	9.3
COc1ccc2cc(CN(CCCN3CCOCC3)Cc3nnnn3C3CCCCC3)c(=O)[nH]c2c1	4.1	1.6	-2.5	1.3	-2.1	8.0	6.6	-14.6	-11.8	-18.6	-14.7
C=C(C)CSc1cc(C)nc2c(-c3ccccc3)c(C)nn12	10.1	-2.1	2.0	-8.0	-27.9	6.1	-2.6	-5.3	-9.1	-18.3	0.6
Cc1c2cn[nH]c(=O)c2c(C)n1-c1ccccc1	1.8	2.8	11.7	-22.8	-19.2	-5.8	-13.4	-40.1	-2.2	-10.4	-35.1
CC1=C(C(=O)Nc2ccccc2C(F)(F)F)C(c2ccc(C)s2)NC(=S)N1 (stereo not drawn)	-2.1	7.2	-16.6	15.7	-3.6	-1.5	11.3	0.1	-14.0	-30.8	2.4
CCOC(=O)C1=C2SCC(=O)N2C(N)=C(C#N)C1	8.5	-2.1	10.3	13.0	-6.4	-4.3	25.6	0.6	0.1	6.3	-2.4
Cn1c(SCC(=O)Nc2nc3ccccc3s2)nnc1-c1ccccc1	0.8	-8.3	8.4	-2.9	-8.9	2.0	-7.6	9.7	-5.0	-1.8	-15.1
O=C(NCC(=O)N(CCc1ccccc1)C(C(=O)NC1CCCC1)c1cccnc1)c1ccco1 (stereo not drawn)	1.6	2.3	14.1	-12.2	-16.0	-19.3	-10.0	7.5	-6.0	x	x
COc1ccc(S(=O)(=O)NNC(=O)Cc2csc(C)n2)cc1[N+](=O)[O-]	0.8	1.7	-2.8	9.9	-29.1	5.7	9.0	9.8	1.3	-32.1	4.2
O=C(NCc1ccco1)c1cc(C(=O)C2CC2)c[nH]1	0.2	2.5	11.2	-9.2	-6.1	3.8	17.7	-12.5	-4.6	-10.2	-3.7
O=C(Cc1c(O)c2ccccc2oc1=O)c1ccc(C(F)(F)F)cc1	-3.8	3.2	-12.2	3.6	-4.6	3.8	5.7	9.8	-3.2	-5.9	5.7
COC(=O)C(Cc1ccccc1)NS(=O)(=O)c1ccccc1Br (stereo not drawn)	-7.3	-0.6	-3.9	0.2	-3.9	-2.5	1.7	-11.8	0.9	10.0	-7.1

Some of the entries so far, bar-delimited:
mol | TLR9-MyD88 inh | EBV LMP1 NFkB | C8 TRAIL sens | TWEAK Fn14 block | TROY signal inh | SRC1 inh | NCOA3 inh | NR5A2 inv ag | NOD2-RIPK2 inh | SRC2 inh | COUP-TFII inh
COc1ccc(Nc2cc(C(=O)NC3CCCC3)c3ccccc3n2)c(OC)c1 | -3.2 | -9.5 | -8.7 | 6.2 | -5.3 | 9.2 | -19.2 | 17.3 | 7.9 | 1.9 | 9.3
COc1ccc2cc(CN(CCCN3CCOCC3)Cc3nnnn3C3CCCCC3)c(=O)[nH]c2c1 | 4.1 | 1.6 | -2.5 | 1.3 | -2.1 | 8.0 | 6.6 | -14.6 | -11.8 | -18.6 | -14.7
C=C(C)CSc1cc(C)nc2c(-c3ccccc3)c(C)nn12 | 10.1 | -2.1 | 2.0 | -8.0 | -27.9 | 6.1 | -2.6 | -5.3 | -9.1 | -18.3 | 0.6
Cc1c2cn[nH]c(=O)c2c(C)n1-c1ccccc1 | 1.8 | 2.8 | 11.7 | -22.8 | -19.2 | -5.8 | -13.4 | -40.1 | -2.2 | -10.4 | -35.1

Following part:
SMILES	TLR9-MyD88 inh	EBV LMP1 NFkB	C8 TRAIL sens	TWEAK Fn14 block	TROY signal inh	SRC1 inh	NCOA3 inh	NR5A2 inv ag	NOD2-RIPK2 inh	SRC2 inh	COUP-TFII inh
O=C(CN1CCN(c2ccccn2)CC1)Nc1ccc(F)cc1	-4.3	7.7	-5.8	10.4	2.7	10.4	1.7	-6.2	0.1	-19.9	-7.0
Cc1cc(NS(=O)(=O)c2ccccc2)cc(Cl)c1O	-7.8	-3.8	-7.5	5.9	15.3	1.7	-12.8	14.5	-4.1	-14.4	-8.8
CCn1c(Cc2ccccc2)nnc1SCC(=O)NC1CCCC1	17.6	-3.1	-1.5	5.2	15.7	5.9	16.1	1.3	-2.2	-8.1	-8.6
COc1cccc(CC2(CO)CCN(C(=O)NCCc3ccccc3)CC2)c1	-6.0	1.7	-7.9	-2.3	10.1	7.5	29.9	6.2	9.2	17.9	-2.9
CC(=O)Nc1ccc(SC[C@H](Cc2ccccc2)N2CC[C@@H](C(C)(C)C)CCC2=O)cc1	-6.0	0.0	5.2	0.1	9.9	-6.4	8.3	8.3	8.4	9.1	2.1
CCN1C[C@@H]2[C@@H]3C(=O)N(Cc4ccccc4)C(=O)[C@@H]3[C@](CC)(C(=O)OC)N2C1=NC1CCCCC1	-0.8	-1.2	-15.2	-9.7	-19.1	-8.7	-49.8	6.9	-5.0	2.8	-25.4
CCOC(=O)C1CCN(C(=O)CN2C(=O)NC(C)(c3ccc4cc(OC)ccc4c3)C2=O)CC1 (stereo not drawn)	-3.9	10.6	-7.9	-4.7	4.5	7.9	6.7	-18.9	-1.2	7.6	12.8
CC(CCc1ccccc1)NC(=O)CN1CCN(c2ccccc2)CC1 (stereo not drawn)	-3.2	0.1	-5.7	-4.4	1.9	-10.2	14.4	-8.1	-6.8	-16.1	13.0
Cc1cc(C)c(C(=O)Cn2cnc3cc([N+](=O)[O-])ccc3c2=O)cc1C	-3.2	0.4	-3.5	-12.0	5.7	-32.5	-24.6	-5.2	-7.0	12.0	-14.6
COc1ccc(/C=C2/C(=O)ON=C2c2ccccc2)cc1OC	-0.6	9.4	-4.3	-8.7	-36.6	-26.9	-2.8	13.2	-9.2	3.7	-13.2
Cc1noc(C)c1S(=O)(=O)N(C)C[C@H]1OCc2cn(nn2)CCCC(=O)N([C@H](C)CO)C[C@@H]1C	-1.0	-6.7	-13.5	14.4	-10.2	-9.4	-9.4	-12.3	0.9	-46.5	3.4
O=C(CSc1ncn[nH]1)OCN1C(=O)c2ccccc2C1=O	-7.8	3.5	-12.2	-15.3	-25.6	-5.0	-2.9	-14.7	-1.5	-33.4	3.0
CSCC[C@H](NC(=O)N1CCn2c1nc1ccccc12)C(=O)NCc1ccccc1	-5.6	3.7	9.0	8.9	-17.8	7.5	2.6	-8.3	7.8	22.4	29.6
Cc1cccc(NC(=O)CSCC(=O)NNC(=O)c2ccoc2C)c1	1.6	0.6	18.4	6.1	-6.5	-10.0	-6.0	15.3	-10.0	21.8	13.4
CC1(C)CC(=O)C=C(NNC(=O)c2ccccc2O)C1	-0.4	6.3	71.4*	-2.0	-25.2	-117.8	-68.0	-64.7	4.9	-30.1	-37.8
CCN1C/C(=C/c2sccc2C)c2nc3ccccc3c(C(=O)O)c2C1	6.9	-11.5	-4.5	9.3	-5.6	-3.2	-0.4	17.8	-23.2	-11.3	2.6
COc1cc(/C=C2\CC(C(C)(C)C)C/C(=C\c3cc(OC)c(OC)c(OC)c3)C2=O)cc(OC)c1OC (stereo not drawn)	3.4	u	11.9	64.2*	12.1	28.3	40.8	-1.9	-0.1	-2.3	-7.2
O=C1c2ccccc2C(=O)N1CCn1c(=O)oc2ccccc21	1.8	-2.4	-1.2	1.5	-37.2	-9.8	16.0	-18.4	-13.9	-10.8	-0.5
O=C(CCN1CCCCCC1)Nc1cccc(F)c1	-5.6	0.5	6.5	2.4	0.4	-0.7	12.3	7.4	-3.2	-14.1	-2.5
CCOc1ncccc1C(=O)NCc1ccc(C)cc1	7.7	9.8	3.8	19.4	-12.5	2.1	16.2	-16.2	-7.1	-26.5	-3.0
CCCCc1cc(=O)oc2c(CN(C)C)c(O)c(Cl)cc12	-14.3	-3.6	-2.2	9.7	-3.3	-12.2	2.0	-3.6	-8.2	1.0	-1.7
CN(C)c1ccc(C(=O)NNC(=O)C23CC4CC(CC(C4)C2)C3)cc1	-9.4	-3.9	-11.2	1.1	-38.7	-29.3	-21.3	-16.4	-0.1	-15.8	-18.0
O=C(CN1CCc2cc3c(cc2C1)OCCCO3)Nc1ccc(F)cc1	-11.6	-7.6	3.1	-35.1	6.1	-15.2	-15.2	0.0	-8.3	-15.7	13.1
CCCSc1nc(=O)n2cccc(C)c2n1	4.7	-4.5	1.9	-45.8	-0.2	-10.1	3.9	-16.1	-1.4	-14.1	1.8
CC(=O)c1ccc(N2CCN(C(=O)c3cc(-c4ccc5c(c4)OCO5)nc4ccccc34)CC2)cc1	6.1	-16.3	23.9	27.8	0.5	-12.7	-2.0	4.0	1.0	-13.3	-8.7
CC/C=C/C(=O)N1CC2(CC(c3cccc(NC(=O)CC)c3)=NO2)C[C@H]1C(N)=O (stereo partly drawn)	-8.5	2.5	-8.9	0.4	-11.0	-3.2	-2.7	18.9	-4.1	-10.1	-7.3
Cc1ccc(-c2nc(CS(=O)(=O)CC(=O)N3CCCCCC3)c(C)o2)cc1	6.8	-7.2	-46.5	2.0	18.8	3.9	19.4	9.2	-10.0	19.5	28.0

Source: PubChem
